Compound activity deposited in PubChem by several laboratories.
Scp1 inh: Scp-1 phosphatase inhibitors, primary screen, biochemical, colorimetric, uHTS; Recombinant Scp1, phosphopeptide, malachite green phosphate absorbance; 0.88% of 340,000 active; inhibition, % at 20 µM;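 active means inhibition above about 50% at 20 µM, limit read from the data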;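 further: plate controls were DMSO wells with enzyme for no effect and wells lacking enzyme for full effect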
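System: truncated SCP-1 phosphatase (76-261aa); medium: Tris acetate buffer pH 5.5 with MgCl2 and Tween-20; incubation: 45 min room-temperature reaction, 5 min colour, 30 min stabiliser; compound: single 20 µM dose, 1% DMSO; reagent: Phosphorylated 17-residue peptide substrate; read-out: % inhibition at 20 µM; technique: colorimetric free-phosphate detection, absorbance 630 nm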
DNMT1 inh: human DNMT1 methyltransferase inhibitors, primary screen, biochemical, molecular beacon, fluorescence, HinP1I cleavage, uHTS. inhibition (reported as % activation of signal), % at 10 µM. AID 588458, 2011. 0.83% of 360,000 active. DNA (cytosine-5)-methyltransferase 1 (Homo sapiens), P26358; in the data active means inhibition above about 50%
MsrA inhibitor: bovine MsrA enzyme inhibitors, primary screen, biochemical, absorbance, HTS. inhibition, % at 15.5 µM. AID 651718, 2012. purified bovine MsrA, absorbance read-out. Methionine sulfoxide reductase A (Bos taurus). 0.75% of 360,000 active; in the data active means inhibition above about 4.5%;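 further: 0% = vehicle wells with enzyme and 100% = reference inhibitor wells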
bovine MsrA act: bovine MsrA enzyme activators, primary screen, biochemical, absorbance, HTS; Methionine sulfoxide reductase A (Bos taurus); purified bovine MsrA, absorbance read-out; 0.3% of 360,000 active; activation, % at 10.6 µM; in the data active means activation above about 7.5%;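 further: 0% = vehicle and 100% = reference activator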
STEP inh: STEP phosphatase inhibitors, primary screen, biochemical, fluorescence intensity, uHTS; Tyrosine-protein phosphatase non-receptor type 5 (Homo sapiens), P54829; recombinant STEP, OMFP fluorogenic substrate; inhibition, % at 20 µM; 0.25% of 360,000 active;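 active means inhibition at 20 µM, scaled per plate between control wells, above about 37%, limit read from the data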;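 further: 0% = DMSO with enzyme and substrate and 100% = substrate only without enzyme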
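Test system: STEP tyrosine phosphatase / Reagent: OMFP at 25 µM / Doses: 20 µM, 1% DMSO / Read-out: percent inhibition scaled to no-enzyme and uninhibited-enzyme controls, plate-pattern corrected / Detection: FITC-channel fluorescence of OMFP product / Medium: Bis-Tris buffer pH 6.0, 2.5 mM DTT, 0.005% Tween 20 / Schedule: 20 min at room temperature, dark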
TbMetRS inhib: T. brucei MetRS inhibitors, primary screen, biochemical, luminescence | methionyl-tRNA synthetase (Trypanosoma brucei brucei) | purified T. brucei MetRS, ATP depletion, Kinase-Glo luminescence | inhibition, % at 11.9 µM | 0.4% of 360,000 active;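 active means inhibition above a per-plate cutoff of the control wells' mean inhibition plus 3 SD, cut at about 5.5% in these data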;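 further: 0% = DMSO wells median and 100% = median of wells with control inhibitor compound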
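System: purified T. brucei MetRS enzyme / Detection: Kinase-Glo luciferase luminescence reporting remaining unconsumed ATP / Medium: HEPES buffer with MgCl2, KCl, DTT, spermine, BSA, pyrophosphatase / Replication: singlicate, one well per compound / Evaluation: percent inhibition relative to median high and low control wells / Schedule: 2 h aminoacylation at 25 °C after 15 min preincubation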
LMPTP block: LMPTP phosphatase inhibitors, primary screen, biochemical, fluorescence intensity, uHTS. Low molecular weight phosphotyrosine protein phosphatase (Homo sapiens), P24666. recombinant LMPTP-A, OMFP fluorogenic substrate. inhibition, % at 20 µM. 0.22% of 360,000 active. AID 651560, 2012;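 active means compounds that cut the enzyme signal by at least half of the control window in the single-dose screen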;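 further: plate controls were DMSO wells with enzyme plus substrate for no effect and substrate without enzyme for full effect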
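material = LMPTP-A | quantity = 0.625 nM enzyme | reagent = OMFP substrate, 400 µM final | buffer or medium = Bis-Tris pH 6.0, DTT, detergent | detection = endpoint fluorescence intensity from OMFP dephosphorylation | dosing = single 20 µM dose | read-out basis = % inhibition relative to no-enzyme and uninhibited control wells | control set = no-enzyme and uninhibited controls | timing = 50 min at room temperature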
SUMO1 PPI mod: modulators of SUMO1 protein-protein interactions, primary screen, biochemical, uHTS; SUMO1 binding to a labelled peptide, TR-FRET, 1 h; inhibition, % at 20 µM; 0.33% of 360,000 active; AID 602429, 2012; in the data active means inhibition above about 37%
Target sequence (P63165 whole entry, looked up): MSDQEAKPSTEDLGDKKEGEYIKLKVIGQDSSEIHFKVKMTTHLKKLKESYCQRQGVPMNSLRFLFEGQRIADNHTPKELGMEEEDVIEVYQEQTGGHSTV
E coli Lon inh: inhibitors of E. coli Lon protease, primary screen, biochemical, fluorescence polarization; inhibition, % at 7.94 µM; AID 602123, 2011; 0.42% of 360,000 active; purified E. coli Lon protease; in the data active means inhibition above about 13%, passing the limit was not always enough;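 further: 0% = enzyme with probe and DMSO and 100% = no enzyme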
NRP1-CendR mod: modulators of CendR peptide binding to NRP-1, primary screen, biochemical, fluorescence polarization, uHTS | Neuropilin-1 (Homo sapiens), O14786 | FAM-RPARPAR peptide binding to NRP-1 | inhibition, % at 25 µM | 0.85% of 360,000 active | AID 602438, 2012;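 active means inhibition or corrected inhibition above about 18%, plus a signal ratio from 0.5 to 1.5, limit read from the data, passing the limit was not always enough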; further: strong numbers were not always called active
Target sequence (O14786 whole entry, looked up): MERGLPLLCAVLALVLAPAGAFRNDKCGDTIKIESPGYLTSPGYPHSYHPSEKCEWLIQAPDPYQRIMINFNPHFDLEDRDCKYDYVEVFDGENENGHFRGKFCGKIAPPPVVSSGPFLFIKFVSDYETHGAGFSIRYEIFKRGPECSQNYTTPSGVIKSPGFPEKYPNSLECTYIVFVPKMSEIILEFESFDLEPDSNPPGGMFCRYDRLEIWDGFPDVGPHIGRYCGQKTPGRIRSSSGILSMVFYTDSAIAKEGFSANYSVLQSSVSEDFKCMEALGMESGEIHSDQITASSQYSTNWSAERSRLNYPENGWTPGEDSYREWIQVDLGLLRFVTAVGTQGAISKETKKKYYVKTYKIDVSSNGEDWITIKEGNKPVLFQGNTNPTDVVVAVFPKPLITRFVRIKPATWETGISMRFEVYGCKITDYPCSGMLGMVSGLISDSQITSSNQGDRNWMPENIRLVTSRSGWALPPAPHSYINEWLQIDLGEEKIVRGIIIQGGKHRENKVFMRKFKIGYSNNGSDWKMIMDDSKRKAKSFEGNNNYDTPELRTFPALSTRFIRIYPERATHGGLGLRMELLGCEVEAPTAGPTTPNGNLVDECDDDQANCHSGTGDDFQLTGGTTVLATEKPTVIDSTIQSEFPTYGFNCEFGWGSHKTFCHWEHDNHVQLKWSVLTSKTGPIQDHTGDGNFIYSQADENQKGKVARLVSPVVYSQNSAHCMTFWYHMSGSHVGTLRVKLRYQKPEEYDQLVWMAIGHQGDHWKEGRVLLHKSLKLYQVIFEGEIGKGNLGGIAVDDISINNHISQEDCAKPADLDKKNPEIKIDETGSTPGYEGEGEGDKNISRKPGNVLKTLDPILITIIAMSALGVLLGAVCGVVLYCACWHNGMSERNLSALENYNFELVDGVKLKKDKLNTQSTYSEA
Numbers without * were called inactive; / = not tested or not shown.

Compound,Scp1 inh,DNMT1 inh,MsrA inhibitor,bovine MsrA act,STEP inh,TbMetRS inhib,LMPTP block,SUMO1 PPI mod,E coli Lon inh,NRP1-CendR mod
COc1ccc(C2C(C#N)=C(N)N(N(C)C)C3=C2C(=O)CC(C)(C)C3)cc1OC (centres undefined),-6,2,1.6,-2,-1,0.8,-0.1,-5,-3,-3
CC(C)C(C(=O)NC(C)(C)C)N(CCN1CCOCC1)C(=O)CNS(=O)(=O)c1ccccc1 (centres undefined),-2,3,0.2,-1,0,0.0,-0.9,4,-8,-3
COc1ccc(NC(=O)COC(=O)c2c3c(nc4ccccc24)CCCC3)cc1Cl,-4,-13,-0.3,-1,-2,0.1,4.7,3,-5,4
Cc1ccc(C(=O)OC(C)C(=O)NC2CCCCC2C)cc1S(=O)(=O)N1CCOCC1 (centres undefined),-5,1,-0.6,-3,-1,-0.4,-1.3,5,8,6
CCOC(=O)C(O)(NC(=O)c1cccnc1)C(F)(F)F (centres undefined),-5,1,2.6,-2,-1,-0.7,-0.6,-3,-5,3
CCC(C)(C)NC(=O)c1ccc2c(c1)N(CC(=O)OC)C(=O)C(C)(C)O2,0,-8,-0.2,-1,1,-0.2,0.0,2,5,-33
CC(=O)N/C(=N/c1nc(C)cc(C)n1)Nc1ccc(C)cc1Cl,-6,-1,0.2,0,-1,-1.0,1.0,-1,-5,-2
COC1=C(Nc2ccc(OC)cc2)C(=O)c2ccccc2C1=O,31,-14,0.5,0,1,-0.1,3.2,-33,0,-1
CC1(C)Oc2ccc3ccc(=O)oc3c2C(N2CCCCC2)C1O (centres undefined),-4,-1,1.9,-3,1,0.6,-0.6,-1,-14,-21
COc1ccccc1OCC(=O)Nc1nnc(-c2ccco2)s1,2,14,0.9,-6,-3,0.1,-0.1,8,1,-10
Cc1cccc(C(=O)NCc2nnc(SCC(=O)NC(C)c3ccccc3)n2C)c1 (centres undefined),-2,9,0.3,-4,1,-0.4,0.1,1,9,6
O=[N+]([O-])c1ccc(N2CCCC2)cc1NC(c1ccccc1)c1ccccc1,-11,7,0.4,-3,0,-1.1,2.2,-1,-17,7
O=C(NC1(C(F)(F)F)Oc2ccccc2O1)N1CCCC1,-5,2,-0.4,-8,-2,-1.1,-0.4,2,-3,12
CN1CCCCCC1=Nc1ccccc1C#N,-10,3,1.5,-4,-3,-1.4,-2.0,0,-5,-1
Cc1ccc(Nc2c(-c3ccc(N4CCOCC4)cc3)nc3ncccn23)c(C)c1,-9,19,2.4,-2,-2,-0.4,-0.1,-14,-8,-31
CCC(C(=O)Nc1ncc(C)s1)c1ccccc1 (centres undefined),1,-1,1.0,-5,-3,-0.6,0.3,3,6,1
O=C(c1ccco1)N1CCN(S(=O)(=O)c2ccc([N+](=O)[O-])cc2)CC1,-8,-3,1.8,-1,1,-0.5,0.3,-24,3,3
Cc1nnc(SCC(=O)Nc2sc3c(c2C(=O)c2ccccc2)CCCC3)s1,-10,2,1.5,-5,-4,-0.3,-4.2,-1,-6,9
CCNC(=O)C1CCCN(C(=O)c2ccc3c(c2)CCO3)CC1 (centres undefined),/,4,-0.8,0,-3,-0.3,-1.0,-3,2,-16
O=[N+]([O-])c1cc(Br)c(O)c(C=Nc2ccc(N3CCOCC3)cc2)c1,-11,-3,0.7,10*,4,1.4,4.8,-9,0,2
N=c1c(C(=O)NC2CCCC2)cc2c(=O)n3ccccc3nc2n1C1CCCCC1,2,0,0.8,1,0,0.2,1.0,-25,0,0
CCOC(=O)CN(C)C(=O)CCc1nnc(-c2ccc(-c3ccccc3)cc2)o1,-14,2,-0.7,0,-1,-0.2,-0.1,-5,-8,3
CN(C)CCOCCOc1ccccc1-c1ccccc1,-4,1,-0.1,6,-1,0.0,-0.6,-3,0,-8
O=C(COC(=O)CCc1ccc(S(=O)(=O)N2CCOCC2)cc1)NC1CCCCCC1,-9,0,-0.1,3,1,0.6,-2.2,-3,-4,9
CC(OC(=O)c1cccc(-n2cnnn2)c1)C(=O)NCc1ccccc1 (centres undefined),-7,2,0.6,-4,-3,-0.4,-0.9,10,-2,-6
COc1cc(/C=N/NC(=O)c2ccncc2)ccc1OC(C)=O,-8,1,0.5,-2,0,0.4,0.2,-7,-14,4
CCn1c(SCC(=O)c2c(N)n(C3CC3)c(=O)[nH]c2=O)nnc1-c1ccoc1C,-14,3,0.0,-1,-2,0.0,-1.7,0,-17,-14
CC(C)(C)c1ccc(C(=O)Nc2ncn[nH]2)cc1,-5,2,-0.9,0,2,0.1,-1.3,2,-2,-4
O=C(NNC(=S)NC1CCCCC1)c1cccc(S(=O)(=O)Nc2ccccc2Cl)c1,-17,-3,-0.2,-4,2,2.7,0.1,25,-6,-1
CC(=O)Nc1cc(-c2cccc(C(=O)N(C)C)c2)cn2c(-c3ccc(F)cc3)cnc12,/,-3,1.2,-2,1,-0.1,-0.5,-20,-3,-15
O=[N+]([O-])c1cccc(-c2ccc(/C=N/NC(=S)Nc3cccc(F)c3)o2)c1,-9,-3,2.2,-8,1,-0.8,0.8,-3,3,-4
C/C(CC(=O)Nc1ccc(C)c(Cl)c1)=N\NC(=O)c1ccco1,-5,-2,1.8,-3,2,-0.2,-0.1,2,11,4
C=CCn1c(N)cc(=O)nc1SCC(=O)N1CCN(c2ccc(F)cc2)CC1,-5,2,-1.4,-8,-1,-1.6,-0.3,-1,4,3
CC(C)CC(c1nnnn1CC1CCCO1)N1CCN(Cc2ccc3c(c2)OCO3)CC1 (centres undefined),11,1,-1.2,-10,1,-1.5,0.3,0,0,-11
Cc1sc2ncn(CC(=O)NCc3ccco3)c(=O)c2c1-c1ccc(F)cc1,-1,19,1.7,-5,4,-0.8,-0.7,2,-6,-48
Cc1ccc(-c2c(C(=O)N(C)Cc3ccccc3)oc(=O)c3ccccc23)cc1,-9,-4,1.6,-1,-2,0.2,2.5,2,-11,4
COC(=O)CSc1ccc(S(=O)(=O)N2CCC(C)CC2)cc1[N+](=O)[O-],-14,7,-1.5,-3,1,-1.1,-0.3,-11,4,4
COc1cc(/C=C2\C(=O)N(c3ccc(S(N)(=O)=O)cc3)N=C2C)ccc1OC(=O)c1ccco1,25,16,3.0,-3,27,-0.1,35,45*,15,-30
O=C(Nc1ccn(C2CCC(CO)O2)c(=O)n1)c1ccccc1 (centres undefined),/,-2,-0.1,-3,3,-0.9,-1.3,3,-6,10
CCC(=O)N(C)CCc1cc2c(c(OC)c1/C=N/NC(=O)c1ccc(Br)cc1)OCO2,0,-6,1.3,-2,0,0.4,-0.1,1,3,10
CC1(C(=O)Nc2cccc3ccccc23)CC1(Br)Br (centres undefined),-11,-33,0.9,1,-1,-0.7,-0.2,-4,8,2
COc1ccccc1P(=O)(c1ccccc1)c1ccccc1,-4,1,-0.3,-3,-2,0.4,-1.0,5,-14,0
CCCN1CNC(=S)N(c2ccccc2OC)C1,-2,0,0.0,-3,1,-0.4,-1.9,3,5,-6
CC(=O)c1ccc(-c2cc([C@H]3[C@H]4C=CC[C@@H](C)[C@@H]4C(=O)N3Cc3ccccc3)ccc2F)cc1,-3,1,1.3,-2,2,-0.2,6.5,5,1,6
Cc1ccc(Cl)cc1N1CCN(S(=O)(=O)c2cccc(S(=O)(=O)N3CCCC3)c2)CC1,-7,-9,0.4,-2,2,-0.4,-0.2,-1,4,12
Cc1ccc(NC(=O)c2ccc(OC(=O)C(C)Oc3ccc(Cl)cc3C)cc2)cc1 (centres undefined),-8,31,0.7,-3,-3,-0.7,-0.6,-1,3,-6
O=S(=O)(c1ccccc1)n1cc(-c2ccccn2)c(N2CCOCC2)n1,2,0,0.9,2,-3,-0.8,-0.8,3,0,2
O=c1n(Cc2ccccc2F)c2ccccc2n1Cc1ccccc1F,-5,3,-0.3,-3,0,-0.3,1.8,0,-6,10
COc1cccc(C(=O)Oc2cc(C)[nH]c(=O)c2[N+](=O)[O-])c1,-8,2,0.2,-5,-2,-0.2,-0.2,3,-1,1
CNC(=O)c1[nH]cnc1C(=O)Nc1cccc(Cl)c1,-4,1,-1.5,-2,-2,-0.3,-1.4,7,-3,9

Part of the list above, limited to SUMO1 PPI mod and bovine MsrA act:
| canonical_smiles | SUMO1 PPI mod | bovine MsrA act |
| --- | --- | --- |
| CC1(C(=O)Nc2cccc3ccccc23)CC1(Br)Br (centres undefined) | -4 | 1 |
| Cc1ccc(Cl)cc1N1CCN(S(=O)(=O)c2cccc(S(=O)(=O)N3CCCC3)c2)CC1 | -1 | -2 |

Further records.
Compound,Scp1 inh,DNMT1 inh,MsrA inhibitor,bovine MsrA act,STEP inh,TbMetRS inhib,LMPTP block,SUMO1 PPI mod,E coli Lon inh,NRP1-CendR mod
COCC1CCCN(Cc2cn(-c3ccccc3)nc2-c2ccc3c(c2)OCO3)C1 (centres undefined),5,-3,2.2,3,-2,0.1,-0.4,5,-4,2
CCSC1=C(C#N)C(=O)n2c1cc1c2CCCC1,-2,14,0.1,2,5,-0.3,4.6,-10,2,-3
COc1ccc(CCN2C(=O)CC(C(C)c3ccccc3)C2=O)cc1OC (centres undefined),-7,0,-1.3,-3,1,-0.6,0.7,6,3,16
CCCCN1C(=O)C(=O)N(CC(=O)N2CCc3ccccc32)C1=O,-8,2,2.1,-3,0,-0.1,0.2,-6,17*,11
COCCNC(=O)/C(C#N)=C1\N=C(N)c2ccccc21,-2,3,3.4,-6,0,-0.7,-1.5,-21,-9,1
CN(CCc1ccccc1)C(=O)c1cccc(NC(=O)Cc2cccc([N+](=O)[O-])c2)c1,-6,-2,0.5,-2,1,1.2,0.9,-19,-14,18
O=C(NNC(=O)C1CC1c1ccccc1)Nc1ccccc1 (centres undefined),-1,2,-0.5,-1,-4,-0.4,-3.6,-3,1,-3
